# NCI-60 one-dose screen, 48 h, at 10 µM unless noted. Numbers give growth in % (100 = growth as untreated, 0 = no growth, -100 = all killed).
# SK-MEL-5 – SK-MEL-5 melanoma. AID 1794755. 80,000 compounds, 6.4% hits
# HS 578T – HS 578T breast cancer. AID 1794788. 78,000 compounds, 4.1% hits
# SK-MEL-2 – SK-MEL-2 melanoma | 77,000 compounds, 4.7% hits
# T-47D – T-47D breast cancer; 79,000 compounds, 5% hits
# SK-MEL-28 – SK-MEL-28 melanoma; 81,000 compounds, 4.1% hits; AID 1794761
# LOX IMVI – LOX IMVI melanoma | 79,000 compounds, 7.4% hits | AID 1794757
# MDA-MB-435 – MDA-MB-435 melanoma; 82,000 compounds, 7.8% hits; AID 1794794
# BT-549 – BT-549 breast cancer | 78,000 compounds, 4.4% hits | AID 1794793
# * hit, by the source's call; . = no result given; & = joins results of further samples; ! = not confirmed by another sample. Rule for the calls: active = growth percent below 10; inactive = the rest.
smiles,SK-MEL-5,HS 578T,SK-MEL-2,T-47D,SK-MEL-28,LOX IMVI,MDA-MB-435,BT-549
S=C(c1ccco1)N1CCOCC1,98,104,103,100,98,94,109,87
COc1ccc(-c2nc3ccccn3c2-c2nc3ccc(F)cc3[nH]2)cc1,82,.,100,80,105,.,93,94
c1ccc2cc(-c3ccnc(N4CCNCC4)n3)ccc2c1,89,74,103,66,100,66,59,84
O=C(O)c1cn(C2CC2)c2cc(N3CCN(Cc4n[nH]c(=S)n4-c4ccccc4)CC3)c(F)cc2c1=O,100,105,109,106,101,91,99,115
CN(C)c1ccc(P(=O)(O)c2ccc(N(C)C)cc2)cc1,103,104,103,92,114,103,103,93
NCCCCCNc1cc(O)cc2cccnc12,100,120,122,104,115,98,132,94
O=C1/C(=C\c2ccc[nH]2)c2ccccc2N1c1ccccc1,90,92,106,65,97,96,108,79
CCc1ccc(CCCC(=O)O)cc1,102,101,103,99,108,99,103,101
O=C(/C=C/c1ccc2c(c1)OCO2)c1ccccc1,94,85,92,66,109,52,85,85
NS(=O)(=O)c1ccc(CCn2c(SCC(=O)c3ccc(F)cc3)nc3ccccc3c2=O)cc1,105,98,101,87,104,93,105,102
Cc1cccc(OCC(O)CN2CCN(c3cccc(Cl)c3)CC2)c1 (centres undefined),106,106,117,105,108,100,114,120
Clc1nc(Nc2ccccc2)nc(Nc2ccccc2)n1,100,121,106,76,112,94,108,91
COc1ccc(/C=N/NC(=O)c2c(N)nn(C)c2Nc2ccccc2)cc1OCc1ccccc1,96,102,101,88,107,97,98,111
CC1N(C(=O)NCCCCCCNC(=O)N2C(C)C2(C)C)C1(C)C (centres undefined),102,.,88,90,102,103,105,105
CCOC(=O)N1CCN(c2nnc(C)c3ccccc23)CC1,98,106,.,87,113,106,97,67
NNC(=S)N/N=C/c1ccco1,104,121,109,103,105,99,121,94
CN1C(=O)N(C)C2Nn3c(s/c(=C\c4ccccn4)c3=O)=NC21 (centres undefined),102,113,102,102,104,100,99,103
COc1ccc(N)cc1S(=O)(=O)O,99,.,111,94,107,96,104,84
COc1cc2nccc(Oc3ccc(NC(=O)C4(C(=O)Nc5ccc(F)cc5)CC4)cc3)c2cc1O,66,43,88,55,.,40,53,80
CCCCCCCc1nc(C#N)c(NCc2cccnc2)o1,102,83,100,78,114,85,98,81
O=C(COc1ccc(-c2nc3ccc([N+](=O)[O-])cc3[nH]2)cc1)N=Nc1c(O)[nH]c2ccc(Cl)cc12,103,85,100,86,102,84,101,100
CCOC(=O)/C(=C\c1ccc2c(c1)OCO2)c1ccccc1,98,122,100,81,121,100,121,107
O=C(OCC(O)(CO)C(=O)NC12CC3CC(CC(C3)C1)C2)c1ccc(Cl)cc1 (centres undefined),101,88,86,89,113,95,101,102
COC1=CC2C(O)c3ccccc3N3C(=O)CCC23C=C1 (centres undefined),98,118,103,102,110,90,103,94
CCOC(=O)c1c(C)[nH]c(/C=N/NC(N)=O)c1C,90,100,91,85,112,104,108,111

# Seven records picked at random from the list so far:
smiles,SK-MEL-5,HS 578T,SK-MEL-2,T-47D,SK-MEL-28,LOX IMVI,MDA-MB-435,BT-549
COC1=CC2C(O)c3ccccc3N3C(=O)CCC23C=C1 (centres undefined),98,118,103,102,110,90,103,94
NCCCCCNc1cc(O)cc2cccnc12,100,120,122,104,115,98,132,94
O=C(COc1ccc(-c2nc3ccc([N+](=O)[O-])cc3[nH]2)cc1)N=Nc1c(O)[nH]c2ccc(Cl)cc12,103,85,100,86,102,84,101,100
NS(=O)(=O)c1ccc(CCn2c(SCC(=O)c3ccc(F)cc3)nc3ccccc3c2=O)cc1,105,98,101,87,104,93,105,102
NNC(=S)N/N=C/c1ccco1,104,121,109,103,105,99,121,94
COc1ccc(-c2nc3ccccn3c2-c2nc3ccc(F)cc3[nH]2)cc1,82,.,100,80,105,.,93,94
Clc1nc(Nc2ccccc2)nc(Nc2ccccc2)n1,100,121,106,76,112,94,108,91

# Next section
smiles,SK-MEL-5,HS 578T,SK-MEL-2,T-47D,SK-MEL-28,LOX IMVI,MDA-MB-435,BT-549
COC(=O)c1ccc(Nc2nc3ccccc3cc2C=O)cc1,75,102,108,63,112,90,103,95
CCCOc1cnc(N)nc1,103,98,113,99,104,97,100,.
CC(CN=Cc1ccccc1O)N=Cc1ccccc1O (centres undefined),106&102,91,102&154,94&97,102&117,89&101,122&94,118&67
CC1SC(c2ccccc2F)N(NC(=O)C(O)(c2ccccc2)c2ccccc2)C1=O (centres undefined),108,108,92,90,124,88,104,94
Nc1nc2ncc(CCNc3ccc(C(=O)NC(CCC(=O)O)C(=O)O)cc3)nc2c(=O)[nH]1 (centres undefined),99,101,2.9*,115,125,98,112,114
O=C1NC(=O)C2(CCC(C3CCCCC3)CC2)N1 (centres undefined),100,83,100,101,111,.,103,100
NC(=O)c1cccc(-c2cc(C(N)=O)ccc2Cl)c1,15,5.3*,35,34,59,42,-28*,58
O=C1CCCOc2ccccc21,108,109,117,105,115,92,99,108
CN(C)c1cc(NN=C(c2ccc(O)cc2)c2ccc(O)cc2)c([N+](=O)[O-])cc1[N+](=O)[O-],26,102,-12*,19,82,44,85,115
C=CCNC(=O)c1ccccc1,95,98,102,88,105,93,95,113
COC(=O)C(O)c1ccccc1 (centres undefined),104,125,103,107,103,107,107,109
COc1ccc(C(C)=O)cc1N,93,113,101,84,106,95,107,93
COc1ccc(NC(=O)COc2ccccc2C2c3sc(=O)[nH]c3SC3C4CC(C5C(=O)N(C(C)C(=O)O)C(=O)C45)C23)cc1 (centres undefined),103,119,118,100,102,97,115,113
CNC(=O)c1cc(N2CCc3cc(NC(=O)Nc4ccc(Cl)c(Cl)c4)ccc32)ccn1,74,62,84,63,87,87,84,77
C/C(=N\NC(=O)C(C)SC(C)C(=O)N/N=C(\C)c1cccnc1)c1cccnc1 (centres undefined),98,101,94,104,113,.,106,106
COc1ccc(-c2nc(SCC(C)C)nc(NN)c2C#N)cc1,67,80,79,52,88,59,87,85
O=C1c2ccccc2-c2nccc3cc(Cl)nc1c23,-89*,-7.6*,22,-52*,56,-22*,-74*,58
CCn1nc(C#Cc2c(C)ccc3c(Nc4ccc(Cl)cc4)nccc23)c2c(N)ncnc21,-44*,0.7*,-51*,.,0.4*,11,-26*,10
CC1CCCC12NC(=O)NC2=O (centres undefined),109,.,104,111,113,112,120,105
Cc1nn(-c2ccccc2)c2c1N=c1s/c(=C\c3cn(-c4ccccc4)nc3-c3ccc(Cl)cc3)c(=O)n1C(C)N2 (centres undefined),85,88,.,103,118,88,89,105
CCCCCCCCN(CCCCCCCC)C(=O)C(C)O (centres undefined),101&95,101&101,100&112,102&93,108&117,96&97,109&103,107&102
CC(=O)c1ccc[n+](C)c1,.,101,136,115,99,105,102,101
CS(=O)(=O)N1CCN(c2ncc([N+](=O)[O-])c(N3CCN(S(C)(=O)=O)CC3)n2)CC1,95,89,110,103,98,99,96,91
CC(c1ccccc1)(c1ccccc1)C(O)c1ccccc1 (centres undefined),101,99,90,85,.,87,111,.
NC(N)=NCC(=O)Sc1nc(-c2ccco2)cc(-c2ccc(Cl)cc2Cl)n1,81,108,114,74,110,92,.,101

# (cont.)
smiles,SK-MEL-5,HS 578T,SK-MEL-2,T-47D,SK-MEL-28,LOX IMVI,MDA-MB-435,BT-549
COc1cc(/C=N\Nc2ccccc2[N+](=O)[O-])cc(OC)c1OC,90,105,101,92,106,98,106,95
Cc1ccc(-c2cnc3sc(C(=O)NN)c(C)n23)cc1,99,105,120,106,105,101,103,118
N#CC(C#N)=C(C#N)c1ccc(N)c(C(=O)O)c1,109,110,93,99,108,96,107,105
COc1cccc(-c2nn(-c3ccccc3)cc2-c2ccnc(NCCCO)c2)c1,30,36,-0.3*,27,.,34,-15*,55
CS(=O)(=O)c1ccc(-c2ccc3ncc(C#N)c(Nc4ccc(F)c(Cl)c4)c3c2)cn1,94,73,79,81,97,83,100,72
Cc1ccc2nc(-c3ccc(N4C(=O)/C(=C/c5ccc(Cl)cc5)N=C4c4ccccc4)cc3)sc2c1,84,107,89,67,113,105,90,90
CC(=O)Nc1ccc2c(c1)c(NC(C)=O)nn2C(=O)Nc1ccc(Cc2ccccc2)cc1,109,57,13,82,141,54,82,43
COc1cc(CNC(=O)/C=C/C=C/c2ccc3c(c2)OCO3)ccc1OCc1cn(-c2ccc(F)cc2)nn1,72,86,94,90,92,79,91,90
Brc1cc(-c2cc(-c3ccc4c(c3)OC=CO4)[nH]n2)cs1,87,90,106,62,94,80,28,109
CC(=O)O/C(=C(\OC(C)=O)c1ccccc1)c1ccccc1,.,107,103,114,111,98,101,101
COc1ccc(-c2cc(-c3cccnc3)nc3oc(C(=O)c4ccc(C)cc4)c(N)c23)cc1OC,81,76,95,40,94,82,86,77
CC(=O)Nc1cccc(-n2c(COc3ccc(I)cc3)nc3ccccc32)c1,104&74,115&62,118&83,107&55,116&107,107&85,108&98,110&97
NC(Cc1ccccc1)C(=O)NNc1n[nH]c(=S)n1N (centres undefined),102,99,102,101,100,102,95,95
CCCCCCCCCCCCCC/C=C\C(CC(=O)O)C(=O)O (centres undefined),104,127,110,115,108,110,126,116
CCCCc1ccc(N=Nc2ccc(OCCOCCOCCO)cc2)cc1,51,89,72,47,96,60,85,54
CCOC(=O)N1CCN(CCCCCOc2ccccc2N)CC1,94,104,103,91,102,94,107,81
O=C(O)C1CCN(c2ncc(-c3ccc4c(c3)OCCCO4)s2)CC1,106,98,96,110,117,96,117,103
Cc1ccc2oc(=O)ccc2c1,104,151,.,110,111,102,111,.
COc1ccc(NC(=O)Nc2ccc3c(ccn3C(=O)c3cccc(F)c3)c2)cc1,77,32,94,76,87,57,75,76
CCOc1cc(/C=N/NC(=O)N(c2ccccc2)c2ccccc2)ccc1O,101,113,117,95,113,97,105,98
NC(=O)c1cnc(Nc2cccc(N)c2)nc1NCCCNC(=O)C1CCC1,85,73,65,106,92,69,83,27
Cc1cc(NCCN2CCCCC2)c2ccc3ccccc3c2n1,83,84,95,62,90,80,80,100
OCC1CCCCO1 (centres undefined),99,103,.,98,111,107,102,.
COc1cc(/C=C2\C=C(c3ccc(F)cc3)N(Cc3ccccc3)C2=O)cc(OC)c1OC,36,87,93,49,94,65,75,77
C[C@]12CCC(=O)C=C1CC[C@H]1[C@@H]3CCC(=O)O[C@@]3(C)CC(=O)[C@@]12F,108,.,103,103,111,106,109,90

# Two entries from above, as labelled records:
compound: COc1cc(/C=C2\C=C(c3ccc(F)cc3)N(Cc3ccccc3)C2=O)cc(OC)c1OC
  SK-MEL-5: 36
  HS 578T: 87
  SK-MEL-2: 93
  T-47D: 49
  SK-MEL-28: 94
  LOX IMVI: 65
  MDA-MB-435: 75
  BT-549: 77

compound: S=C(c1ccco1)N1CCOCC1
  SK-MEL-5: 98
  HS 578T: 104
  SK-MEL-2: 103
  T-47D: 100
  SK-MEL-28: 98
  LOX IMVI: 94
  MDA-MB-435: 109
  BT-549: 87

# New compounds follow.
smiles,SK-MEL-5,HS 578T,SK-MEL-2,T-47D,SK-MEL-28,LOX IMVI,MDA-MB-435,BT-549
CC1(C(=O)OCc2ccccc2)C(=O)C2=C(CCCC2)N1c1ccc([N+](=O)[O-])cc1 (centres undefined),96,98,100,85,100,80,97,101
c1cnc(Nc2nc3c(s2)CCc2c[nH]cc2-3)nc1,90&83,90&98,105&114,68&65,115&112,83&85,111&108,109&97
COC(=O)c1nc(N)nc(C(=O)OC)c1C(=O)c1ccc(C)cc1,107,109,105,98,116,108,106,118
COC(=O)C1=C(C)NC(C)=C(C(=O)OC)C1c1cccc(C#N)c1,101,93,117,101,114,99,102,104
CCOC(=O)Cc1cnn(C)c1NC(=O)c1ccc(Cl)cc1NC(C)=O,95,97,85,103,130,107,99,93
COc1cc(/C=C/c2cc(/C=C/c3ccc(O)c(OC)c3)n(-c3ccc(C(F)(F)F)cc3)c(=O)n2)ccc1O,84,83,88,73,99,79,92,86
CCCCNC(=O)OC(C)C,104,102,117,105,102,114,101,109
O=C(/C=C\c1ccc(NCc2ccc(C(=O)O)cc2)cc1)CCl,100,.,97,-23*,104,5.6*,90,64
Cc1ccc(-c2csc(NC(=O)CN3CCN(c4cc5c(cc4F)c(=O)c(C(=O)O)cn5C4CC4)CC3)n2)cc1,-26*,48,-13*,6.7*,41,0.7*,14,16
O=c1cc(OCCSC(=S)N2CCCCC2)c2ccccc2o1,66,95,103,65,96,88,92,84
COc1ccc(-c2nc3ccccn3c2-c2nnc(-c3ccc(OC)c(OC)c3)o2)cc1,85,97,.,84,103,92,95,103
COc1ccc(C(=O)Nc2ncc(Cc3ccccc3Cl)s2)cc1,2.6*,8.8*,-1.0*,34,64,1.2*,-5.1*,55
CNC(=O)c1cc(-n2ccc3cc(NS(=O)(=O)c4cccc(C(F)(F)F)c4)ccc32)ccn1,58,101,88,42,95,84,100,80
N=C1/C(=C2\NC3C=CC=CC3S2)C(c2ccc(Cl)cc2)C2C(=O)N(c3ccccc3)C(=S)N12 (centres undefined),99,99,107,102,103,98,108,95
O=C(Nc1cccc(-n2ccc3c(NC(=O)c4ccccc4)nccc32)c1)c1ccc(Cl)c(C(F)(F)F)c1,-92*!,90,.,-37*!,-39*!,-80*!,-59*!,-75*!
CN(C)CC1CCCCC1O (centres undefined),100,103,101,99,110,97,95,111
O=C(N/N=C/c1ccccc1)N/N=C/c1ccccc1,94&106,92&118,119&123,106&114,113&121,103&117,99&104,.
COc1cccc(-n2nnc(-c3nc(-c4cccs4)no3)c2N)c1,97,98,108,110,106,101,91,98
Cc1ccc2nc(Cl)c(/C=C/C(=O)c3ccc(N)cc3)cc2c1,107&99,113&109,120&106,107&96,109&115,106&92,111&114,118&117
Cc1cc(C2(c3cc(C)c(O)c(Br)c3)OS(=O)(=O)c3ccccc32)cc(Br)c1O,115,86,91,101,118,110,99,116

# Screening data: PubChem BioAssay, NCI
